Compound activity as filed in PubChem BioAssay.
HIV fusion peptide: inhibitors of HIV fusion peptide binding, primary screen, biochemical, uHTS, fluorescence dequenching (AID 1986); inhibition, % at 20 µM, or IC50 in µM where a hit was titrated; 0.3% of 290,000 active; cell-free peptide binding, fluorescence dequenching, 30 min; higher % means a stronger effect; in the data active = inhibition mostly above about 52%, no sharp cut-off; inactive = mostly below about 76%; note: some results filed as inactive read as strong as hits
Rac1 GTP hydrolysis: MgcRacGAP GTPase-activating activity inhibitors, confirmation, biochemical, ADP Hunter fluorescence; MgcRacGAP-stimulated Rac1 GTP hydrolysis, ADP Hunter fluorescence; higher % means a stronger effect; GST-tagged Rac1 F28L mutant substrate; one-dose inhibition, % at 30 µM; IC50 in µM for titrated hits; 0.6% of 340,000 active; AID 624330;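 active = first-screen hits whose inhibition reached a set limit at any dose in the follow-up dose series; inconclusive = inhibition above the set first-screen limit but never retested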;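 note: fluorescence reports GDP produced by GAP-driven GTP hydrolysis; strong numbers were not always called active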
NTR1 ag: agonists of NTR1, primary screen, imaging, U2OS cells, beta-arrestin-GFP, high content (AID 493036) | NTR1-U2OS beta-arrestin-GFP spot imaging, agonist mode | P30989 | 0.17% of 330,000 active | activation, % at 20 µM;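 active = activation at or above 40% of the spot to cytoplasm intensity ratio, with at least 20 cells analyzed; inconclusive = wells under 20 cells, flagged as cytotoxic or low count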;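 note: 0% = DMSO without peptide and 100% = 100 nM NTR1 peptide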
Target sequence (P30989 whole entry, looked up): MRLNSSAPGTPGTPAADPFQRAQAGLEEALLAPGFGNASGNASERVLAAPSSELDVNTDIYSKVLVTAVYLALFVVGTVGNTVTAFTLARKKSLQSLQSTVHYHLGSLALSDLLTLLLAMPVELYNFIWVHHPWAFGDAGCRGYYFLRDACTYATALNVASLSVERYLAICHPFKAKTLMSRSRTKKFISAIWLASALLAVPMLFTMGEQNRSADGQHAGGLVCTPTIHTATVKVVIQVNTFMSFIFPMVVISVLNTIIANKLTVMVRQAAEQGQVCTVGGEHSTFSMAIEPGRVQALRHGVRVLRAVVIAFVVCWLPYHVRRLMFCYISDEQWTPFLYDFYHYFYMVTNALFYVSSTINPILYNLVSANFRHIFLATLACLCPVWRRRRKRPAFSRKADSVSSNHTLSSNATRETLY
LYP inhibition: inhibitors of LYP phosphatase, biochemical, fluorescence intensity, uHTS (AID 1779); one-dose inhibition, % at 11.5 µM; IC50 in µM for titrated hits; 0.054% of 290,000 active; recombinant LYP phosphatase, fluorescence intensity; higher % means a stronger effect; in the data active = inhibition above about 50%;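 note: plate controls were vehicle with enzyme for no effect and no enzyme for full effect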
GPR35 antagonists: inhibition of zaprinast-stimulated GPR35 beta-arrestin translocation – imaging, U2OS, beta-arrestin-GFP, zaprinast agonist, primary screen (AID 2058). U2OS GPR35 beta-arrestin-GFP translocation imaging, zaprinast antagonism; higher % means a stronger effect. inhibition, % at 10 µM, or IC50 in µM where a hit was titrated. 0.052% of 290,000 active;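 active = inhibition of at least 50% with at least 30 cells and total cytoplasm GFP at most 10,000,000; inconclusive = under 30 cells or total GFP of 10,000,000 plus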
Salmonella PhoP GFP: inhibitors of PhoP regulon expression, primary screen, Salmonella Typhimurium, GFP reporter (AID 1863). inhibition, % at 50 µM, or IC50 in µM where a hit was titrated. S. Typhimurium PhoP-regulated promoter GFP reporter, 4 h; higher % means a stronger effect. 0.16% of 300,000 active;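 active = inhibition over 29.93%, a cutoff 3 SD above the screen mean, later confirmed by dose response; inconclusive = inhibition over 29.93% but no dose response follow-up; inactive = inhibition at most 29.93% or unconfirmed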;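 note: 0% = low Mg2+ inducing control and 100% = high Mg2+ repressing control; strong numbers were not always called active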
GPR55 LPI antagonism: inhibition of LPI-stimulated GPR55 beta-arrestin translocation – imaging, U2OS, beta-arrestin-GFP, LPI agonist, primary screen (AID 2013); 0.13% of 290,000 active; inhibition, % at 10 µM, or IC50 in µM where a hit was titrated; U2OS GPR55 beta-arrestin-GFP translocation imaging, LPI antagonism; higher % means a stronger effect;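 active = spots per cell inhibited over 60%, with over 100 cells counted and total cytoplasm intensity under 500,000; inconclusive = wells with under 100 cells, flagged as likely toxic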;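 note: U2OS cells stably carrying GPR55 and arrestin-GFP stimulated by 5 µM LPI near EC80; imaged beta-arrestin-GFP aggregate spots per cell after agonist stimulation; plate controls were LPI-stimulated DMSO wells for no effect and DMSO wells without LPI for full effect; some results filed as inactive read as strong as hits; confirmed hits need IC50 under 10 µM and bright autofluorescent wells are also inconclusive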
Myeloid diff 2: promotes myeloid progenitor differentiation; ER-HoxA9 myeloid progenitors, lysozyme-GFP differentiation, flow cytometry; AID 624256; calls only at 10 µM; 1% of 360,000 active;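 active = normalized GFP-positive differentiation at or above the plate's own cutoff, the solvent-only control mean plus 3 SD; inconclusive = no clear call, values can overlap the other calls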;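 note: cells exposed to compound for four days before flow analysis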
Siah-1 displacement: blockers of Siah-1 interaction with plectin peptide – biochemical, fluorescence polarization, rhodamine-plectin, uHTS, primary screen (AID 1817). Siah-1 / rhodamine-plectin peptide fluorescence polarization; higher % means a stronger effect. one-dose displacement, % at 20 µM; IC50 in µM for titrated hits. 0.02% of 290,000 active;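 active = displacement of at least 50% at 20 µM, with a fluorescence ratio check between 0.3 and a set limit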;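 note: plate controls were Siah plus tracer with DMSO for no effect and tracer alone without Siah for full effect; strong numbers were not always called active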
NTR1 ag cell count 20 µM: second read-out of NTR1 ag, no call of its own (marks repeat the call); cell count; measured here: cell count, cytotoxicity flag
Myeloid diff 2 GFP+ MAC1+ %: second read-out of Myeloid diff 2, no call of its own (marks repeat the call); GFP+ MAC1+ double positive, %; measured here: differentiation confirmed by MAC1 staining
Active calls of the source: *; & = joins results of further samples. Not a hit list; about 2.4% have a hit in one of these screens.

`COc1c(C)cc(Br)cc1C(=O)NC(=S)Nc1ccc(Cl)c(C(=O)O)c1` gave HIV fusion peptide 12%, Rac1 GTP hydrolysis 10%, NTR1 ag 0.7, LYP inhibition -4%, GPR35 antagonists -7%, Salmonella PhoP GFP -2%, GPR55 LPI antagonism -1%, Myeloid diff 2 inactive, Siah-1 displacement -4%, NTR1 ag cell count 20 µM 34 and Myeloid diff 2 GFP+ MAC1+ % 0.2.
`O=C(COc1ccc(Br)cc1)NCCN1CCCC1` gave HIV fusion peptide 1.2%, Rac1 GTP hydrolysis 6%, NTR1 ag -0.9, LYP inhibition -12%, GPR35 antagonists 7%, Salmonella PhoP GFP -4%, GPR55 LPI antagonism -3%, Myeloid diff 2 inactive, Siah-1 displacement 2%, NTR1 ag cell count 20 µM 77 and Myeloid diff 2 GFP+ MAC1+ % 0.6.
Screening CC1CN(c2nnc(-c3ccccc3)c3ccccc23)CC(C)O1 (centres undefined) returned HIV fusion peptide 0.8%, Rac1 GTP hydrolysis 3%, NTR1 ag -0.5, LYP inhibition -2%, GPR35 antagonists -7%, Salmonella PhoP GFP 1%, GPR55 LPI antagonism 0%, Myeloid diff 2 inactive, Siah-1 displacement 3%, NTR1 ag cell count 20 µM 43 and Myeloid diff 2 GFP+ MAC1+ % 0.3.
`Cc1ccc(Cn2c(SCC(=O)NCC3CCCO3)nc3c(sc4ccccc43)c2=O)cc1` (centres undefined) gave HIV fusion peptide 2.4%, Rac1 GTP hydrolysis 1%, NTR1 ag -0.7, LYP inhibition -3%, GPR35 antagonists 8%, Salmonella PhoP GFP 1%, GPR55 LPI antagonism 17%, Myeloid diff 2 inactive, Siah-1 displacement 1%, NTR1 ag cell count 20 µM 63 and Myeloid diff 2 GFP+ MAC1+ % 0.6.
For CCCn1c(SCC(=O)N2CCCC2)nc2c1c(=O)n(C)c(=O)n2C the results were HIV fusion peptide -0.2%, Rac1 GTP hydrolysis 0%, NTR1 ag -0.6, LYP inhibition -10%, GPR35 antagonists 12%, Salmonella PhoP GFP -11%, GPR55 LPI antagonism -6%, Myeloid diff 2 inactive, Siah-1 displacement 1%, NTR1 ag cell count 20 µM 83 and Myeloid diff 2 GFP+ MAC1+ % 1.0.
Oc1ccccc1Nc1ccccn1 was read as HIV fusion peptide -3.5%, Rac1 GTP hydrolysis inconclusive, NTR1 ag -0.4, LYP inhibition -6%, GPR35 antagonists 4%, Salmonella PhoP GFP 0%, GPR55 LPI antagonism 9%, Myeloid diff 2 inactive, Siah-1 displacement 1%, NTR1 ag cell count 20 µM 49 and Myeloid diff 2 GFP+ MAC1+ % 0.3.
For O=C(Nc1ccc2c3c(cccc13)CC2)c1cccc([N+](=O)[O-])c1 the results were HIV fusion peptide 0.5%, Rac1 GTP hydrolysis 7%, NTR1 ag 1.7, LYP inhibition 2%, GPR35 antagonists -5%, Salmonella PhoP GFP 10%, GPR55 LPI antagonism 8%, Myeloid diff 2 inactive, Siah-1 displacement 2%, NTR1 ag cell count 20 µM 64 and Myeloid diff 2 GFP+ MAC1+ % 0.7.
For O=C(Cc1ccccc1)N/N=C/c1cc(Br)cc(Cl)c1O the results were HIV fusion peptide -1.1%, Rac1 GTP hydrolysis 8%, NTR1 ag -0.2, LYP inhibition 5%, GPR35 antagonists 0%, Salmonella PhoP GFP -1%, GPR55 LPI antagonism 11%, Myeloid diff 2 inactive, Siah-1 displacement -3%, NTR1 ag cell count 20 µM 33 and Myeloid diff 2 GFP+ MAC1+ % 0.0.
Screening Cc1ccc(/C=C/C(=O)O)cc1S(=O)(=O)Nc1ccccc1C(=O)O returned HIV fusion peptide 8.1%, Rac1 GTP hydrolysis 10%, NTR1 ag -0.9, LYP inhibition 6%, GPR35 antagonists 6%, Salmonella PhoP GFP -2%, GPR55 LPI antagonism 3%, Myeloid diff 2 inactive, Siah-1 displacement -2%, NTR1 ag cell count 20 µM 96 and Myeloid diff 2 GFP+ MAC1+ % 0.2.
NS(=O)(=O)c1ccc(NC(=S)NC(=O)c2ccco2)cc1 was read as HIV fusion peptide 1.1%&-1.7%, Rac1 GTP hydrolysis 6%, NTR1 ag -0.7, LYP inhibition -1%&0%, GPR35 antagonists 12%&-10%, Salmonella PhoP GFP 4%&-7%, GPR55 LPI antagonism 5%&0%, Myeloid diff 2 inactive, Siah-1 displacement 0%&-3%, NTR1 ag cell count 20 µM 53 and Myeloid diff 2 GFP+ MAC1+ % 0.3.
For O=C(c1cnc(Cl)c(Cl)c1)N1CCN(S(=O)(=O)c2ccc(F)cc2)CC1 the results were HIV fusion peptide 0.1%, Rac1 GTP hydrolysis 6%, NTR1 ag -1.0, LYP inhibition -3%, GPR35 antagonists 2%, Salmonella PhoP GFP -3%, GPR55 LPI antagonism -7%, Myeloid diff 2 inactive, Siah-1 displacement 0%, NTR1 ag cell count 20 µM 39 and Myeloid diff 2 GFP+ MAC1+ % 0.6.
COc1ccc2oc(C(=O)OCC(=O)N(Cc3ccccc3)C(C)C)c(C)c2c1 was read as Rac1 GTP hydrolysis 8%, NTR1 ag -0.2, Salmonella PhoP GFP 9%, Myeloid diff 2 inactive, NTR1 ag cell count 20 µM 52 and Myeloid diff 2 GFP+ MAC1+ % 1.0.
CCC(C)[C@H](NC(=O)C1(c2ccccc2)CCN(C(=O)OC(C)(C)C)CC1)C(=O)N[C@@H](C(=O)O)c1ccccc1 (some centres undefined) was read as HIV fusion peptide 5.8%, Rac1 GTP hydrolysis 0%, NTR1 ag -0.6, LYP inhibition 5%, GPR35 antagonists 6%, Salmonella PhoP GFP 4%, GPR55 LPI antagonism -4%, Myeloid diff 2 inactive, Siah-1 displacement 2%, NTR1 ag cell count 20 µM 90 and Myeloid diff 2 GFP+ MAC1+ % 4.1.
Screening Oc1c(/C=C/C=C/C=Nc2ccccc2)sc(=S)n1Cc1ccccc1 returned HIV fusion peptide 45%, NTR1 ag -0.6, LYP inhibition 0%, GPR35 antagonists 14%, Salmonella PhoP GFP -6%, GPR55 LPI antagonism 8%, Myeloid diff 2 inactive, Siah-1 displacement -2%, NTR1 ag cell count 20 µM 38 and Myeloid diff 2 GFP+ MAC1+ % 1.2.
`CCCOC(=O)c1ccc(S(N)(=O)=O)o1` gave HIV fusion peptide 0.8%, Rac1 GTP hydrolysis 8%, NTR1 ag 1.6, LYP inhibition -5%, GPR35 antagonists 0%, Salmonella PhoP GFP 4%, GPR55 LPI antagonism 9%, Myeloid diff 2 inactive, Siah-1 displacement 8%, NTR1 ag cell count 20 µM 41 and Myeloid diff 2 GFP+ MAC1+ % 1.3.
CN(CCC1CCOCC1)C(=O)CC1C(=O)NCCN1Cc1ccoc1 (centres undefined) was read as HIV fusion peptide 0.1%, Rac1 GTP hydrolysis -8%, NTR1 ag 2.8, LYP inhibition -11%, GPR35 antagonists 6%, Salmonella PhoP GFP -13%, GPR55 LPI antagonism -4%, Myeloid diff 2 inactive, Siah-1 displacement -2%, NTR1 ag cell count 20 µM 56 and Myeloid diff 2 GFP+ MAC1+ % 1.1.
`COc1ccc(OC)c(-c2cnc(OC(C)(C)C)nc2OC(C)(C)C)c1` gave HIV fusion peptide 0.0%, Rac1 GTP hydrolysis 17%, NTR1 ag 0.8, LYP inhibition 0%, GPR35 antagonists -1%, Salmonella PhoP GFP 0%, GPR55 LPI antagonism 5%, Siah-1 displacement 7% and NTR1 ag cell count 20 µM 82.
`CCc1cc(=O)oc2c3c(cc(OCC(=O)NCc4cccnc4)c12)OC(C)(C)CC3` gave HIV fusion peptide -1.8%, Rac1 GTP hydrolysis 11%, NTR1 ag 0.5, LYP inhibition -12%, GPR35 antagonists 9%, Salmonella PhoP GFP 5%, GPR55 LPI antagonism 10%, Myeloid diff 2 inactive, Siah-1 displacement -1%, NTR1 ag cell count 20 µM 91 and Myeloid diff 2 GFP+ MAC1+ % 2.6.
CCN1CCN(C(=S)Nc2ccc(C(C)=O)cc2)CC1 was read as HIV fusion peptide -1.0%, Rac1 GTP hydrolysis 13%, NTR1 ag 1.7, LYP inhibition -1%, GPR35 antagonists -4%, Salmonella PhoP GFP 4%, GPR55 LPI antagonism 4%, Myeloid diff 2 inactive, Siah-1 displacement 0%, NTR1 ag cell count 20 µM 45 and Myeloid diff 2 GFP+ MAC1+ % 0.8.
COc1ccc(CCNC(=O)Nc2cccc([N+](=O)[O-])c2)cc1 was read as HIV fusion peptide -1.5%, Rac1 GTP hydrolysis 12%, NTR1 ag 0.6, LYP inhibition -6%, GPR35 antagonists -1%, Salmonella PhoP GFP 0%, GPR55 LPI antagonism 12%, Myeloid diff 2 inactive, Siah-1 displacement 6%, NTR1 ag cell count 20 µM 45 and Myeloid diff 2 GFP+ MAC1+ % 0.1.
CCOC(=O)c1cnc2nc(N3CCOCC3)nn2c1N was read as HIV fusion peptide -1.1%, Rac1 GTP hydrolysis 14%, NTR1 ag 0.1, LYP inhibition 0%, GPR35 antagonists 14%, Salmonella PhoP GFP 4%, GPR55 LPI antagonism 12%, Myeloid diff 2 inactive, Siah-1 displacement 0%, NTR1 ag cell count 20 µM 71 and Myeloid diff 2 GFP+ MAC1+ % 0.3.
`CCOC(=O)/C(O)=C(\C#N)c1nc2ccccc2[nH]1` gave HIV fusion peptide 3.7%, Rac1 GTP hydrolysis 7%, NTR1 ag -0.6, LYP inhibition 1%, GPR35 antagonists 2%, Salmonella PhoP GFP -3%, GPR55 LPI antagonism -3%, Myeloid diff 2 inactive, Siah-1 displacement 13%, NTR1 ag cell count 20 µM 27 and Myeloid diff 2 GFP+ MAC1+ % 0.3.
`O=C(CSc1nccn1-c1ncc(C(F)(F)F)cc1Cl)c1ccc(Br)cc1` gave HIV fusion peptide -2.5%, Rac1 GTP hydrolysis 16%, NTR1 ag 5.6, LYP inhibition -7%, GPR35 antagonists -15%, Salmonella PhoP GFP -6%, GPR55 LPI antagonism 24%, Myeloid diff 2 inactive, Siah-1 displacement 1%, NTR1 ag cell count 20 µM 50 and Myeloid diff 2 GFP+ MAC1+ % 1.0.
